# PMI inhibition = MPI inhibition at elevated mannose 6-phosphate – biochemical, fluorescence intensity, high mannose 6-phosphate, primary screen (AID 1220). recombinant PMI enzyme, coupled fluorescence intensity; higher % means a stronger effect. inhibition, % at 20 µM; hits with a dose series show IC50 in µM. 190,000 compounds, 0.66% hits; in the data active = inhibition above about 50%
# West Nile virus CPE = inhibition of WNV-induced cytopathic effect – cell-based, CPE readout (AID 1621) | 290,000 compounds, 0.02% hits | West Nile virus-infected cells, CPE inhibition; higher % means a stronger effect | one-dose CPE inhibition, % at 10 µM; IC50 in µM for titrated hits; in the data active = a potency from the dose series; inconclusive = CPE inhibition mostly from about 3.7% at the one dose, without a potency; inactive = the rest, 99 in 100 with CPE inhibition below about 2.2%; note: strong numbers were not always called active
# Yfh1-depleted yeast = enhancers of respiration in Yfh1-depleted yeast, dose response, Friedreich's ataxia, plus single-dose screen (AID 1465) | fold induction at 50 µM, or EC50 in µM where a hit was titrated | 220,000 compounds, 0.074% hits | S. cerevisiae Yfh1-off respiration, WST-1 reduction, 72 h; higher fold induction means a stronger effect;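 active = fold induction of absorbance versus untreated yeast above a set limit, then at least 30% activation at any dose in follow-up; inconclusive = repeats straddling the limit, or above it without dose testing; inactive = fold induction below the set limit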;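 note: activators that raise dye reduction in frataxin-depleted yeast; strong numbers were not always called active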
# P. falciparum M1AAP = P. falciparum M1AAP inhibitors, biochemical, fluorogenic H-Leu-NHMec substrate, 1536-well (AID 1445); recombinant M1AAP, H-Leu-NHMec fluorogenic kinetic assay; higher % means a stronger effect; inhibition, % at 30 µM; hits with a dose series show IC50 in µM; 220,000 compounds, 0.42% hits;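 active = primary inhibition above the hit cutoff, then over 50% inhibition at one or more dose response concentrations, cut at about 23% in these data, passing the limit was not always enough; inconclusive = conflicting primary data, or primary hits not chosen for dose response; inactive = low primary inhibition, or under 50% at every dose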;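 note: plate controls were DMSO full reaction for no effect and no enzyme background for full effect; strong numbers were not always called active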
# XIAP displacement = small molecules displacing peptide from XIAP – biochemical, IAP family, fluorescence polarization (AID 1018). XIAP BIR domain, fluorescence polarization peptide displacement; higher % means a stronger effect. displacement, % at 20 µM; hits with a dose series show IC50 in µM. 200,000 compounds, 0.007% hits; in the data active = displacement above about 50%; note: a part of the inactive calls stands beside numbers as strong as those of hits
# M17LAP inhibition = P. falciparum M17LAP inhibitors, primary screen, biochemical, fluorogenic H-Leu-NHMec substrate, 1536-well (AID 1619); 220,000 compounds, 0.38% hits; inhibition, % at 30 µM, or IC50 in µM where a hit was titrated; recombinant M17LAP, H-Leu-NHMec fluorogenic kinetic assay; higher % means a stronger effect;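 active = compound inhibiting the enzyme by more than half at any dose during confirmatory dose-response retesting; inconclusive = strong single-dose inhibitors picked by rank but not retested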;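 note: plate controls were full reaction with DMSO carrier for no effect and no enzyme background for full effect; strong numbers were not always called active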
# CSM14.1 death rescue = protection against thapsigargin-triggered cell killing – 384-well, CSM14.1, ATP luminescence, primary screen (AID 1222). CSM14.1 thapsigargin-induced death rescue, ATP luminescence; higher % means a stronger effect. cellular ATP content (survival), % at 20 µM; hits with a dose series show EC50 in µM. 190,000 tested, under 10 active;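 active = EC50 below 50 µM in the dose-response confirmation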;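 note: death triggered by thapsigargin at about 15 µM added after 2 h compound pretreatment; cell ATP read after overnight thapsigargin exposure of roughly 18 to 22 hours; normalized against plate controls of thapsigargin alone and 5% DMSO vehicle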
# SIAH1 antagonists = blockers of Siah-1 interaction with plectin peptide – biochemical, fluorescence polarization, rhodamine-plectin, uHTS, primary screen (AID 1817); Siah-1 / rhodamine-plectin peptide fluorescence polarization; higher % means a stronger effect; displacement, % at 20 µM; hits with a dose series show IC50 in µM; 290,000 compounds, 0.02% hits;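 active = displacement of at least 50% at 20 µM, with a fluorescence ratio check between 0.3 and a set limit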;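 note: plate controls were Siah plus tracer with DMSO for no effect and tracer alone without Siah for full effect; strong numbers were not always called active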
# PhoP inhibition = PhoP-dependent GFP reporter repression – Salmonella Typhimurium, primary screen (AID 1863) | S. Typhimurium PhoP-regulated promoter GFP reporter, 4 h; higher % means a stronger effect | inhibition, % at 50 µM, or IC50 in µM where a hit was titrated | 300,000 compounds, 0.16% hits;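 active = inhibition over 29.93%, a cutoff 3 SD above the screen mean, later confirmed by dose response; inconclusive = inhibition over 29.93% but no dose response follow-up; inactive = inhibition at most 29.93% or unconfirmed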;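 note: 0% = low Mg2+ inducing control and 100% = high Mg2+ repressing control; strong numbers were not always called active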
# * hit, by the source's call; i = inactive; ? = inconclusive; / = no result given.
# Every second line gives: M17LAP inhibition | CSM14.1 death rescue | XIAP displacement | PhoP inhibition | PMI inhibition | SIAH1 antagonists | Yfh1-depleted yeast | West Nile virus CPE | P. falciparum M1AAP
- COc1ccccc1NC(=O)COc1cc(C)nc(C(C)C)n1
  -6% | 0.3% | 1.4% | -2% | 8% | 4% | i | 0.4% | 9%
- c1ccc(C(Cc2nc(-c3ccncc3)no2)c2ccccc2)cc1
  5% | / | -8.0% | 5% | 5% | -2% | / | / | 2%
- O=C(O)CC1(CC(=O)Nc2ccc3ccccc3c2)CCCCC1
  39% | -0.5% | -5.0% | -2% | 6% | -1% | i | 0.0% | -3%
- O=C(NCc1ccccc1)NC1CCCCC1
  -6% | -1.0% | -4.1% | 4% | 6% | 2% | i | 0.1% | 4%
- COc1cccc(-n2c(SCC(=O)Nc3ccc4c(c3)CCC4)nc3ccccc3c2=O)c1
  2% | 12% | -4.3% | 46% | 14% | 2% | i | 2.9% | -2%
- COC(=O)n1c(=O)oc2cc(S(=O)(=O)N3CCCCC3)ccc21
  1% | -1.1% | -3.8% | -6% | 9% | -1% | i | 1.1% | 8%
- OC(COC(c1ccccc1)c1ccccc1)CN1CCN(c2ccccn2)CC1 (stereo unspecified)
  -6% | 0.6% | -1.9% | 4% | -2% | 6% | i | -2.0% | -5%
- COc1ccc2[nH]cc(CCNC(=O)C3CCCO3)c2c1 (stereo unspecified)
  0% | 0.5% | -4.5% | -5% | 8% | 2% | i | 0.3% | 1%
- O=C(Nc1ccccc1Cl)c1cc[n+](Cc2ccc([N+](=O)[O-])cc2)cc1
  4% | -0.7% | -1.3% | 4% | -1% | 0% | i | 0.0% | 4%
- CC(NC(=O)C1CCCC1)c1ccc2c(c1)OCCO2 (stereo unspecified)
  -2% | 1.1% | -5.9% | -3% | -2% | 5% | i | -0.1% | 1%
- COc1ccccc1NC(=O)CSc1nc(C)c2c(c1C#N)CCCC2
  -5% | -2.6% | -4.4% | -13% | 0% | -5% | i | 0.0% | 5%
- Cn1ccc(C(=O)OCC(=O)c2ccccc2)n1
  5% | 1.5% | -6.2% | -1% | 2% | -2% | i | 0.1% | 1%
- N#C/C(=C\c1cc(Cl)cc(Cl)c1O)C(=O)NC1CCCCC1
  -31% | 3.0% | -4.9% | -14% | 67%* | 24% | i | -0.3% | 14%
- COc1ccc(S(=O)(=O)c2cnc3ccc(OC)cc3c2N2CCC3(CC2)OCCO3)cc1
  0% | -3.7% | -4.2% | 0% | 6% | 11% | i | 0.2% | 5%
- O=C(/C=C/c1cccc([N+](=O)[O-])c1)OCC(=O)c1ccccc1
  7% | -0.9% | 0.0% | 4% | 9% | 2% | i | -0.4% | 2%
- O=C1c2ccccc2C(=O)N1CCC(c1ccccc1)c1ccco1 (stereo unspecified)
  8% | -2.7% | -13% | 8% | 8% | 5% | i | 0.0% | 9%
- Nn1c(SCC(=O)Nc2ccc(F)cc2F)nnc1C1CCCCC1
  0% | -1.6% | -5.7% | -9% | 0% | -3% | i | 0.0% | 4%
- COc1ccc(-c2cc(C(=O)Nc3ccc(C)cc3)no2)cc1
  -9% | -1.9% | 0.8% | 1% | 6% | 2% | i | -0.8% | 8%
- Cc1cc(C)cc(NC(=O)N2CCCN(c3c(Cl)cncc3Cl)CC2)c1
  3% | / | / | -12% | / | 7% | i | -0.6% | 2%
- CCCCOc1ccc(-c2nnn(CC(=O)c3c[nH]c4ccccc34)n2)cc1
  -11% | -0.4% | -6.5% | -1% | -5% | 5% | i | -0.7% | 1%
- Cc1cccc(OCCN2CSC(=S)N(C)C2)c1
  -7% | 4.7% | -1.0% | 9% | 0% | 1% | i | -0.1% | -1%
- CCOCc1nnc(NC(=O)c2ccco2)s1
  12% | -2.3% | -1.8% | 2% | 8% | 0% | i | 0.2% | 12%
- C=C(CCC(=O)c1ccccc1)C(=O)c1ccccc1
  -5% | 0.5% | -3.4% | 20% | 4% | -4% | i | -1.2% | 1%
- O=C(CCN1C(=O)c2ccccc2C1=O)N(CCO)Cc1ccccc1
  2% | -2.1% | -3.2% | 1% | 0% | -3% | / | / | 11%
- CCn1c(SCC(=O)N/N=C/C=C/c2ccco2)nc2ccccc21
  29% | -5.2% | 1.3% | 6% | 13% | 29% | i | -0.1% | 16%
- COc1ccc(Cc2c(O)nc[nH]c2=O)cc1
  8% | 3.8% | -5.0% | -5% | 12% | 3% | i | 0.7% | 8%
- Cc1cccc(N2CCN(c3ccc(NC(=O)/C=C(/C(=O)O)c4ccccc4)cc3)CC2)c1
  -8% | -0.4% | 1.7% | -2% | 30% | 2% | i | -0.2% | 3%
- Nc1c(C(=O)O)cnn1-c1ccc([N+](=O)[O-])cc1
  4% | / | / | -3% | / | 2% | i | 0.2% | 4%
- CCOc1c(Nc2ccc(C(C)C)cc2)c(=O)c1=O
  17% | / | / | 0% | / | -1% | i | 0.1% | 6%
- Cc1ccc(C(=O)Nc2sc3c(c2C(=O)O)CCCCC3)o1
  41% | -3.4% | -7.0% | 3% | 2% | -2% | i | 0.2% | 11%

# Shown field by field: entries from further up.
molecule: c1ccc(C(Cc2nc(-c3ccncc3)no2)c2ccccc2)cc1
  M17LAP inhibition: 5%
  CSM14.1 death rescue: /
  XIAP displacement: -8.0%
  PhoP inhibition: 5%
  PMI inhibition: 5%
  SIAH1 antagonists: -2%
  Yfh1-depleted yeast: /
  West Nile virus CPE: /
  P. falciparum M1AAP: 2%
molecule: COC(=O)n1c(=O)oc2cc(S(=O)(=O)N3CCCCC3)ccc21
  M17LAP inhibition: 1%
  CSM14.1 death rescue: -1.1%
  XIAP displacement: -3.8%
  PhoP inhibition: -6%
  PMI inhibition: 9%
  SIAH1 antagonists: -1%
  Yfh1-depleted yeast: i
  West Nile virus CPE: 1.1%
  P. falciparum M1AAP: 8%

# Some values from the entries so far:
# Value for `COc1ccc(Cc2c(O)nc[nH]c2=O)cc1` under XIAP displacement: -5.0%
# Value for `OC(COC(c1ccccc1)c1ccccc1)CN1CCN(c2ccccn2)CC1` (stereo unspecified) under M17LAP inhibition: -6%

# Next structures:
# Every second line gives: M17LAP inhibition | CSM14.1 death rescue | XIAP displacement | PhoP inhibition | PMI inhibition | SIAH1 antagonists | Yfh1-depleted yeast | West Nile virus CPE | P. falciparum M1AAP
- CCN(CC)S(=O)(=O)c1cccc(NC(=O)COC(=O)c2cccs2)c1
  -2% | 2.0% | -1.3% | 4% | -1% | 7% | i | -0.7% | 2%
- Cc1ccc(CNS(=O)(=O)NCc2ccccc2)cc1
  9% | -0.5% | -10% | -8% | 4% | 3% | / | / | 10%
- O=S(=O)(Nc1ccc(N2CCCCC2)cc1)c1cccs1
  1% | -1.4% | -1.7% | 10% | 35% | 2% | i | -0.6% | 8%
- COc1ccc(-c2[nH]ncc2CN(C)CC2CCCCO2)cc1F (stereo unspecified)
  -2% | -1.4% | -0.8% | 2% | 6% | 8% | i | -0.6% | 6%
- CCc1nc(SCC(=O)O)c(C#N)cc1C
  -14% | -1.2% | -4.1% | -5% | -10% | 1% | i | -0.2% | 1%
- CCN(CC)S(=O)(=O)c1cc([N+](=O)[O-])ccc1N=Nc1c(O)[nH]c2ccccc12
  -7% | -2.3% | -2.5% | -15% | -5% | 8% | i | -1.0% | -2%
- Cc1ccc(-n2nnnc2SCC(=O)Nc2sccc2C#N)cc1
  -3% | -1.4% | -5.8% | 22% | -3% | 3% | i | -0.8% | 3%
- Cc1nc(-n2ncc(C#N)c2N)c2c3c(sc2n1)CCC3
  1% | 0.3% | -5.6% | 0% | 0% | 8% | i | -0.6% | -1%
- Cc1cc(C)c(S(=O)(=O)c2ccccc2C)c(OCC(C)(C)C)n1
  -5% | -0.8% | -3.5% | 2% | 16% | 5% | i | 1.1% | 6%
- Cc1cc(/C=C2\C(=O)NN(c3ccccc3)C2=O)c(C)n1-c1ccccc1O
  10% | / | / | 1% | / | -3% | i | 0.1% | 12%
- O=C(Nc1cccc(OC(F)(F)F)c1)c1ccc(Br)o1
  3% | -1.6% | -4.9% | -2% | 4% | -4% | i | -0.1% | -3%
- Cc1ccc(-c2cc(C(=O)Nc3ccc(S(=O)(=O)Nc4ncccn4)cc3)c3ccccc3n2)cc1
  39% | 2.9% | -10% | 12% | -3% | 11% | i | -1.0% | 1%
- CCOC(=O)C(C)Sc1nnc2n1C(C)(C)Cc1ccccc1-2 (stereo unspecified)
  4% | 1.2% | -4.7% | 4% | -6% | -6% | i | -0.2% | -8%
- COc1ccc(/C=N/Nc2nnc(Cc3ccc(OC)c(OC)c3)c(=O)[nH]2)cc1OC
  9% | -1.7% | -20% | -4% | 14% | -1% | i | 0.4% | 4%
- CCOC(=O)C/C(C)=N/NC(=O)CN(c1ccc(Br)cc1)S(=O)(=O)c1ccccc1
  10% | 0.5% | -6.2% | 4% | -8% | 1% | i | 0.3% | -6%
- CC1=C(C(=O)OC(C)C)C(C2CC=CCC2)NC(=O)N1 (stereo unspecified)
  -6% | / | 2.4% | 6% | 11% | 0% | i | -0.8% | -2%
- CCC(c1nnnn1C1CCCC1)N1CCN(c2cccc(OC)c2)CC1 (stereo unspecified)
  6% | 1.7% | -2.0% | 9% | 5% | -1% | i | -1.8% | -5%
- O=C(Nc1ccc2c(c1)CCC2)c1cc(S(=O)(=O)Nc2ccc(F)cc2)c(Cl)cc1Cl
  6% | -0.7% | -5.4% | -11% | 4% | -4% | i | -1.9% | 5%
- O=C(Nc1ccccc1)c1cccc(Cn2cc(C(F)(F)F)ccc2=O)c1
  1% | / | / | / | / | 0% | i | 0.0% | -9%
- CNC(=S)N/N=C(\C)c1ccc(C(C)(C)C)cc1
  4% | -0.8% | -5.8% | ? | 3% | 1% | i | -2.0% | 1%

# Sorted by value in West Nile virus CPE (falling): 3 of the compounds above.
smiles | West Nile virus CPE
Nn1c(SCC(=O)Nc2ccc(F)cc2F)nnc1C1CCCCC1 | 0.0%
N#C/C(=C\c1cc(Cl)cc(Cl)c1O)C(=O)NC1CCCCC1 | -0.3%
CCCCOc1ccc(-c2nnn(CC(=O)c3c[nH]c4ccccc34)n2)cc1 | -0.7%

# Screening data: PubChem, several laboratories

# Not a hit list; any-hit rate near 1.6%.
